# Tb MetRS inh = T. brucei MetRS inhibitors, primary screen, biochemical, luminescence; methionyl-tRNA synthetase (Trypanosoma brucei brucei); purified T. brucei MetRS, ATP depletion, Kinase-Glo luminescence; inhibition, % at 11.9 µM; hit rate 0.4% among 360,000;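 active = inhibition above a per-plate cutoff of the control wells' mean inhibition plus 3 SD, cut at about 5.5% in these data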;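 note: 0% = DMSO wells median and 100% = median of wells with control inhibitor compound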
#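 Test system – parasite MetRS enzyme · Reagent – substrates ATP, L-methionine and bulk Escherichia coli tRNA · Doses – 11.9 µM compound single dose, 0.9% DMSO · Times – 15 min enzyme-compound preincubation, 2 h reaction, 10 min detection, 25 °C · Signal – Kinase-Glo luminescence, ATP depletion format · Controls – DMSO-only wells as low control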
# Scp1 inh = Scp-1 phosphatase inhibitors, primary screen, biochemical, colorimetric, uHTS; Carboxy-terminal domain RNA polymerase II polypeptide A small phosphatase 1 (Homo …; Recombinant Scp1, phosphopeptide, malachite green phosphate absorbance; inhibition, % at 20 µM; hit rate 0.88% among 340,000; AID 493091, 2011;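 active = inhibition above about 50% at 20 µM, limit read from the data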;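 note: plate controls were DMSO wells with enzyme for no effect and wells lacking enzyme for full effect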
# Target sequence (Q9GZU7 76-261 limits assumed): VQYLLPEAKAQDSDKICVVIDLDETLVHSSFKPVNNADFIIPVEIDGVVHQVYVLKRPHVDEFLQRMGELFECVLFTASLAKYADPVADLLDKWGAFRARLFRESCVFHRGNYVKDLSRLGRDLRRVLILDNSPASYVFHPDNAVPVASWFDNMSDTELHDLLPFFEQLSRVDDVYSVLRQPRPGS
#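 Test system: SCP-1 catalytic domain; Buffer or medium: Acidic Tris acetate buffer with magnesium and detergent; Also added: Phosphorylated 17-residue peptide substrate; Compound: single 20 µM dose, 1% DMSO; Schedule: enzyme reaction 45 min at room temperature, colour 5 min, stabilisation 30 min; Signal: Phosphate-binding colour reagent, absorbance read at 630 nm.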
# MsrA inh = bovine MsrA enzyme inhibitors, primary screen, biochemical, absorbance, HTS | hit rate 0.75% among 360,000 | Methionine sulfoxide reductase A (Bos taurus) | purified bovine MsrA, absorbance read-out | inhibition, % at 15.5 µM; in the data active = inhibition above about 4.5%;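 note: 0% = vehicle wells with enzyme and 100% = reference inhibitor wells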
# STEP block = STEP phosphatase inhibitors, primary screen, biochemical, fluorescence intensity, uHTS. Tyrosine-protein phosphatase non-receptor type 5 (Homo sapiens), P54829. hit rate 0.25% among 360,000. inhibition, % at 20 µM. recombinant STEP, OMFP fluorogenic substrate;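 active = inhibition at 20 µM, scaled per plate between control wells, above about 37%, limit read from the data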;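 note: 0% = DMSO with enzyme and substrate and 100% = substrate only without enzyme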
#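 material = STEP tyrosine phosphatase | reagent = fluorogenic phosphatase substrate OMFP at 25 µM final | doses = single compound dose of 20 µM, 1% DMSO final | schedule = 20 min reaction, room temperature, in the dark | measured by = fluorescence, 480/540 nm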
# NadD block = inhibitors of S. aureus NadD, primary screen, biochemical, colorimetric, uHTS; inhibition, % at 20 µM; hit rate 0.78% among 360,000; Nicotinate-nucleotide adenylyltransferase NadD (Staphylococcus aureus N315); purified NadD enzyme, colorimetric absorbance read-out; in the data active = inhibition above about 26%; note: some compounds past the cut are filed as inactive
# DNMT1 block = human DNMT1 methyltransferase inhibitors, primary screen, biochemical, molecular beacon, fluorescence, HinP1I cleavage, uHTS; DNA (cytosine-5)-methyltransferase 1 (Homo sapiens), P26358; inhibition (reported as % activation of signal), % at 10 µM; hit rate 0.83% among 360,000; AID 588458, 2011; in the data active = inhibition above about 50%
# Rpn11 block = Rpn11 (PSMD14) deubiquitinase inhibitors, primary screen, biochemical, fluorescence polarization, uHTS | 26S proteasome non-ATPase regulatory subunit 14 (Homo sapiens), O00487 | human 26S proteasome, Ub4-pepOG fluorescence polarization; 20S core pre-blocked with epoxomicin | calls only at 20 µM | hit rate 0.59% among 360,000 | AID 588493, 2011;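 active = inhibition at 20 µM, scaled to each plate's controls, above about 33%, limit read from the data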
# Target sequence (O00487 whole entry, looked up): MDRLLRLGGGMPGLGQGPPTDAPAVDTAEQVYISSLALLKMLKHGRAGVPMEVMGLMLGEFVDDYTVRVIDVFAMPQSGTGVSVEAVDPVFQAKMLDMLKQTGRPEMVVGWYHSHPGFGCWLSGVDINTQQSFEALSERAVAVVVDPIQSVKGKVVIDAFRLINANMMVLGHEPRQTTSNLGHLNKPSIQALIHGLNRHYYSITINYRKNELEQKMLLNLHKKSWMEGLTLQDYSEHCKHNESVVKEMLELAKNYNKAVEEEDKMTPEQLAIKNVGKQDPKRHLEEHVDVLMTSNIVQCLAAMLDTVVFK
# LMPTP block = LMPTP phosphatase inhibitors, primary screen, biochemical, fluorescence intensity, uHTS. AID 651560, 2012. Low molecular weight phosphotyrosine protein phosphatase (Homo sapiens), P24666. inhibition, % at 20 µM. hit rate 0.22% among 360,000. recombinant LMPTP-A, OMFP fluorogenic substrate;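 active = compounds that cut the enzyme signal by at least half of the control window in the single-dose screen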;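 note: plate controls were DMSO wells with enzyme plus substrate for no effect and substrate without enzyme for full effect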
# Target sequence (P24666 whole entry, looked up): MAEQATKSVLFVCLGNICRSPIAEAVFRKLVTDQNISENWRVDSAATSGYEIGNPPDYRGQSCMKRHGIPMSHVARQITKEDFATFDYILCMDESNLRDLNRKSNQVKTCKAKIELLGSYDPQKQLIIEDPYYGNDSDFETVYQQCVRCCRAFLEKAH
#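 Assay system: LMPTP-A enzyme. Input: 0.625 nM LMPTP-A final. Probe or stimulus: 400 µM OMFP. Compound dosing: single 20 µM dose. Schedule: 50 min dark incubation at room temperature. Detection: fluorescence intensity of OMFP turnover product. Read-out: percent inhibition versus substrate-only and uninhibited controls. Benchmarks: no-enzyme low control, uninhibited high control.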
# CSN deneddyl inh = inhibitors of CSN-mediated cullin deneddylation, primary screen, biochemical, fluorescence polarization, uHTS | COP9 signalosome complex subunit 5 (Homo sapiens), Q92905 | Purified CSN, SCF-Nedd8-OG deneddylation | inhibition, % at 12.5 µM | hit rate 0.38% among 360,000 | AID 651999, 2013;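 active = pattern-corrected inhibition above about 35%, with an unprinted fluorescence ratio check between 0.5 and 1.5, limit read from the data, passing the limit was not always enough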;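 note: 0% = enzyme with substrate and 100% = substrate without enzyme; some results filed as inactive read as strong as hits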
#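 assay system = purified human Csn5 enzyme expressed in HEK293T cells | amount = 0.24 nM enzyme | buffer or medium = Tris/NaCl/DTT buffer, pH 7.5 | reagent = 10 nM SCFSkp2-Nedd8OG | compound = one concentration, 12.5 µM, 0.25% DMSO | times = 90 min reaction at room temperature | signal = FP | read-out basis = % inhibition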
# SUMO1 PPI mod = modulators of SUMO1 protein-protein interactions, primary screen, biochemical, uHTS; Small ubiquitin-related modifier 1 (Homo sapiens), P63165; SUMO1 binding to a labelled peptide, TR-FRET, 1 h; inhibition, % at 20 µM; hit rate 0.33% among 360,000; AID 602429, 2012; in the data active = inhibition above about 37%
# Target sequence (P63165 whole entry, looked up): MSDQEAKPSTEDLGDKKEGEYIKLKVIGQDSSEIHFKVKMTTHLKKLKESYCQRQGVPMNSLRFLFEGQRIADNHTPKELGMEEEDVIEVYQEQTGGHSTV
# Active calls of the source: *; i = inactive; · = not tested or not shown; + = active, no number; & = joins results of further samples.
SMILES,Tb MetRS inh,Scp1 inh,MsrA inh,STEP block,NadD block,DNMT1 block,Rpn11 block,LMPTP block,CSN deneddyl inh,SUMO1 PPI mod
CCCCCCSc1ccc(-c2nc3ccc(Cl)cn3c2NCCCC)cc1OC,-0.2&0.1,5,1.9&0.1,-2,2&12,79*,+,2.2&2.9,4&0,-1&-3
O=C(COC(=O)CCc1ccc(S(=O)(=O)N2CCOCC2)cc1)Nc1cccc(Cl)c1,0.1,-10,-0.7,0,-10,0,i,0.8,1,-2
Cc1nc2nc(C)c(C)nc2nc1C,0.2,·,1.0,2,-2,10,i,-1.6,-3,-17
Cc1cc([N+](=O)[O-])cc2c1NC(c1ccccn1)C1CC=CC21 (configuration not stated),0.0,-10,-0.7,2,29,-2,i,3.7,-2,-6
CCOC(=O)c1c(NC(=O)CSc2nnc(-c3cccnc3)n2Cc2ccco2)sc(C)c1C,-1.1,1,-0.4,3,12,-8,i,-0.5,2,1
COc1cccc(/C=N/NC(=O)CSc2nnc(C)n2-c2ccccc2)c1O,-0.8,1,1.0,-6,0,-1,i,-2.5,2,1
O=[N+]([O-])c1ccccc1CN1CCN(Cc2ccccn2)CC1,0.5,-8,0.3,0,-1,-1,i,-1.8,6,-4
N#Cc1ccc(OCC(=O)NC2CCCCCC2)cc1,-0.4,-1,0.4,2,2,1,i,-0.6,-2,1
COc1cc(/C=C/CNC[C@H]2O[C@@H](n3cnc4c(=O)[nH]c(N)nc43)[C@H](O)[C@@H]2O)ccc1O,-0.5,·,0.8,1,1,-4,i,2.8,-1,-3
Cc1ccc(CNC(=O)CO/N=C/c2ccc3c(c2)OCO3)cc1,-0.3,-9,-0.5,3,-5,1,i,-1.2,-2,0
Cc1ccc(S(=O)(=O)NCCC(=O)NC2CCN(Cc3ccccc3)CC2)cc1,-0.3,-1,0.1,0,-1,-3,i,-1.0,0,-3
CCn1c(=O)cc(OCC(=O)NC2CC2)c2ccccc21,0.2,3,0.1,1,0,2,i,0.8,-6,6
CC(=O)N1c2ccc(S(=O)(=O)N3CCCCC3)cc2CC1C (configuration not stated),-0.8,9,0.2,-3,-2,2,i,0.4,-1,6
CCN(CC)c1nc(N)n(CCSC(=S)N(C)C)c(=O)n1,-0.8,-19,-1.9,3,-6,-1,i,-0.8,-1,-2
CCOc1ccccc1CNS(=O)(=O)c1ccc(-c2cnc(C3CC3)o2)cc1,-0.3,-5,0.1,3,-1,-3,i,3.2,-1,-2
CC1CN(c2ccc(NC(=S)NNCCC#N)cc2)CC(C)O1 (configuration not stated),-0.2,-3,2.4,-2,-4,0,i,-0.7,-2,4
COc1cc(OC)c2c(C)cc(=O)oc2c1C(CCN1CCOCC1)c1ccc2c(c1)OCO2 (configuration not stated),-0.3,-2,1.0,2,-2,-6,i,1.8,-1,3
CC(=O)c1ccc(NC(=S)NN2C(C)CCCC2C)cc1 (configuration not stated),-1.4,2,0.2,-2,-1,1,i,-1.2,2,0
C/C(=N\NC(=O)c1ccc(Cl)cc1)c1cccnc1,-1.4,-6,0.9,2,-4,-1,i,-0.7,4,-2
CCC(Oc1ccccc1)C(=O)Nc1nnc(S(=O)(=O)N2CCCC2)s1 (configuration not stated),0.3,-12,0.8,-2,1,4,i,0.3,8,7
CCN(CC)S(=O)(=O)c1ccc(OC)c(NC(=O)C2CC(=O)N(c3ccc4c(c3)OCCO4)C2)c1 (configuration not stated),-0.4,-5,1.9,-2,-4,1,i,-3.8,-2,-4
O=C(NCc1ccco1)c1ccc(Cn2c(=S)[nH]c3ccccc3c2=O)cc1,-0.2,5,1.0,-2,1,11,i,11,9,-6
COC(=O)c1cc(NS(=O)(=O)c2ccc(Cl)c(N3C(=O)c4ccc(C(=O)O)cc4C3=O)c2)cc(C(=O)OC)c1,-0.5,-8,1.6,1,0,2,i,0.3,-1,-2
O=C(/C=C\Nc1ccc(Br)cc1)c1cccnc1,1.6,-10,2.5,0,-2,-6,i,2.0,2,-24
COc1ccc(N(CC(=O)N2CCN(C)CC2)S(C)(=O)=O)cc1OC,-1.7,6,0.0,-3,-2,1,i,-1.0,3,-2
CC(=O)c1nn(-c2ccccc2)cc1C(=O)c1cccc(Br)c1,-0.3,3,-0.4,-1,-2,9,i,-1.7,-1,1
CCOc1ccc(NC(=O)Nc2cc(C(C)C)ccc2C)cc1,-0.7,·,0.4,-2,-11,12,i,0.4,3,-6
COc1cc(OC)c2cc(C(=O)N[C@H](C(=O)N3CCC[C@H]3C(=O)O)C(C)C)n(C)c2c1,0.8,-1,0.5,-1,-1,-8,i,-2.0,-1,2
Cc1cc(=O)oc2cc(OCC(=O)NC(Cc3c[nH]c4ccc(O)cc34)C(=O)O)c(Cl)cc12 (configuration not stated),1.1,45,2.9,0,6,4,i,-2.0,4,8
Cc1ccc(S(=O)(=O)N2CCN(C(=O)CSc3ncc(C(F)(F)F)cc3Cl)CC2)cc1,0.4,-9,0.5,6,-2,-2,i,4.2,0,2

# An excerpt from above in order of molar mass, rising:
SMILES,Tb MetRS inh,Scp1 inh,MsrA inh,STEP block,NadD block,DNMT1 block,Rpn11 block,LMPTP block,CSN deneddyl inh,SUMO1 PPI mod
C/C(=N\NC(=O)c1ccc(Cl)cc1)c1cccnc1,-1.4,-6,0.9,2,-4,-1,i,-0.7,4,-2
COc1ccc(N(CC(=O)N2CCN(C)CC2)S(C)(=O)=O)cc1OC,-1.7,6,0.0,-3,-2,1,i,-1.0,3,-2
COc1cc(OC)c2c(C)cc(=O)oc2c1C(CCN1CCOCC1)c1ccc2c(c1)OCO2 (configuration not stated),-0.3,-2,1.0,2,-2,-6,i,1.8,-1,3
Cc1cc(=O)oc2cc(OCC(=O)NC(Cc3c[nH]c4ccc(O)cc34)C(=O)O)c(Cl)cc12 (configuration not stated),1.1,45,2.9,0,6,4,i,-2.0,4,8
Cc1ccc(S(=O)(=O)N2CCN(C(=O)CSc3ncc(C(F)(F)F)cc3Cl)CC2)cc1,0.4,-9,0.5,6,-2,-2,i,4.2,0,2

# Additional structures:
SMILES,Tb MetRS inh,Scp1 inh,MsrA inh,STEP block,NadD block,DNMT1 block,Rpn11 block,LMPTP block,CSN deneddyl inh,SUMO1 PPI mod
CC(=O)NS(=O)(=O)c1ccc(NC(=O)C(C)NS(=O)(=O)/C=C/c2ccccc2)cc1 (configuration not stated),-0.3,2,-1.3,-1,-8,6,i,-2.1,-1,1
CC1CCN(C(=O)COc2ccc3ccccc3c2Br)CC1,-0.2,·,0.8,2,0,1,i,4.2,3,-14
COc1ccc(-n2ncc3c2CC(C)(C)CC3NC(=O)CSc2ccccn2)cc1 (configuration not stated),-0.5,1,0.9,1,5,-1,i,-1.4,0,14
COc1ccc(OCC(O)CNC(=O)/C=C/c2cccc([N+](=O)[O-])c2)cc1 (configuration not stated),0.3,-6,-0.6,1,6,-2,i,-3.2,4,-22
O=C1CCCN1CCC(=O)N1CCCC(Nc2ccc(F)cc2)C1 (configuration not stated),-0.1,-4,-0.5,2,-4,-1,i,-0.6,3,-4
COc1ccccc1-c1cnc(C(O)c2c(C)cc(C)cc2C)[nH]1 (configuration not stated),-0.1,·,0.0,-1,-2,-5,i,0.2,3,3
CN(C)c1ccc(C(O)c2cc3ccccc3s2)cc1 (configuration not stated),-0.1,3,0.9,-1,3,-25,i,0.6,3,-9
CCOc1ccc(OCCC(=O)N2CCN(S(=O)(=O)c3cccc(F)c3)CC2)cc1,-0.4,7,0.1,2,3,5,i,3.1,-6,5
CCN(CC)N=Nc1ccc(S(=O)(=O)N2CCSC2C(=O)O)cc1 (configuration not stated),-0.6,-4,2.5,2,-7,0,i,-1.1,-10,0
O=C(Nc1ccnc(-c2cccnc2)n1)c1cccc(Cl)c1Cl,0.2,0,0.2,-1,1,-2,i,-0.3,0,0
Cc1nc(N2CCN(C(=O)CCC(=O)O)CC2)c2c(C)c(C)sc2n1,-0.3,-1,1.2,-2,-2,4,i,0.7,-2,4
Cc1cccc(NC(=O)CNC(=O)c2cccc(S(=O)(=O)NCc3cccs3)c2)c1C,-0.6,14,-0.2,4,2,7,i,2.2,-2,0
NNC(=O)/C(=C/c1cccs1)NC(=O)c1ccccc1Cl,-0.3,-6,0.8,-8,6,0,i,-1.9,3,-7
O=C(NN=C1CCCCCC1)c1cc(-c2ccccc2)nc2ccccc12,-0.5,3,1.7,-2,2,4,i,-1.6,1,-7
CCc1nnc(NC(=O)CSc2nnc(COc3ccccc3)n2-c2ccc(C)cc2)s1,-0.4,-2,2.0,-4,9,1,i,-0.1,-1,-2
O=[N+]([O-])c1ccc(CN2CCN(c3ccc4ccccc4n3)CC2)cc1,0.2,1,1.2,1,0,-4,i,-0.5,-7,-4
CC(C)CNC(=O)COC(=O)c1cncc(Br)c1,-0.5,-2,-0.3,-6,1,-2,i,-1.0,-5,0
O=C(CC(=O)N/N=C/c1cccs1)NCc1ccccc1,2.3,-3,2.4,-1,-3,2,i,-0.5,-6,-8
CNc1cc(-c2ccc(O)cc2C)ncn1,-0.1,·,-1.2,0,0,7,i,0.0,-3,-4
CC(COc1ccccc1)N(CCCl)Cc1ccccc1 (configuration not stated),-0.8,-12,-1.1,-2,-4,4,i,-2.5,-2,-2
Cc1ccnn1CCC(=O)O,0.2,-4,-1.0,-4,2,2,i,-0.4,-4,2
CCCCCN1CN(S(=O)(=O)c2cccs2)c2nc3ccccc3nc21,0.0,3,0.0,1,-6,0,i,0.6,-2,-10

# Source: PubChem (several laboratories)
